USP2a block = inhibitors of human ubiquitin-specific protease USP2a | Potency, µM (series often up to 38.3 µM), for inactives: top-dose activity change, negative = inhibition, usual class: inhibitors | USP2 core, Ub-CHOP2 coupled fluorogenic reporter, 485/531 | AID 463254 | 330,000 tested, 0.01% active;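 also: potency is read from the fitted curve at half-maximal effect; plate controls were DMSO wells for no effect and full inhibition by NEM control for full effect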
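Cell-free coupled assay: 10nM USP2 core preincubated 30min RT with compound in Tris-HCl pH 8.0/CaCl2/CHAPS buffer, then 25nM Ub-CHOP2 and 25nM reporter substrate; fluorescence (Ex 485/Em 531) read after 60min RT, normalized to NEM inhibition, concentration-response curves fitted.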
B2AR arrestin = agonists driving beta-arrestin recruitment to human beta2-adrenergic receptor; Potency, µM (series often up to 46.1 µM), for inactives: at the highest dose activation, most hits filed as activators; AID 492947; P07550; beta-arrestin recruitment to beta2AR, cell-based reporter; 330,000 tested, 0.02% active;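 also: potency is read from the fitted curve at half-maximal effect; 0% = DMSO controls and full agonism = EC100 isoproterenol or metaproterenol; nearly all actives have a fitted effect of over 65% in size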
Coupling enz = counter-screen for Giardia aldolase inhibitors: coupling enzyme system; AID 2472; 290,000 tested, 0.67% active; coupling enzyme system counterscreen, AmpLite Red fluorescence; activity change, negative = inhibition, % at 58.2 µM, hits read low; in the data active = activity change below about -30%
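First, compound is pin-transferred into glyceraldehyde-3-phosphate coupling-enzyme reagent at 57.5 uM final and held 10 min at RT. Next, substrate, coupling system and AmpLite Red are added. After 20 min RT, fluorescence (525/598 nm) is read.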
GALK inhibitor = galactokinase (human) inhibition | P51570 | Purified GALK, Kinase-Glo residual ATP luminescence | Potency, µM (titrated, usually from 57.5 µM), for the others: at the highest dose activity change, negative = inhibition, usual class: inhibitors | 270,000 tested, 0.007% active | AID 1868; also: potency is read from the fitted curve at half-maximal effect
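Galactose (100 uM) and ATP (35 uM) were turned over by 5 nM GALK for 1 h at RT. Kinase-Glo Plus then converted the remaining ATP into a luminescent signal.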
Chronic BCR inh = chronic active BCR signaling inhibition | ABC-DLBCL IkBa-CBG/CBR reporter, luminescence ratio, 4 h | Potency, µM (series often up to 46.1 µM), without a hit: at the top dose ratio change, negative = lower green/red ratio, usual class: inhibitors | 340,000 tested, 0.05% active; active = well fitted inhibition curve with a large enough effect in the signal ratio, with a control signal flat, not every such curve was filed as active; inconclusive = small, poorly fitted or top-dose-only effect, or effect the other way, or a change in a side signal; the % refers to the signal ratio;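 also: potency is read from the fitted curve at half-maximal effect; plate controls were basal doxycycline-induced cells for no effect and cells given 10 µM MG132 for full effect; MG132 reads +100%, hits lower the ratio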
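TMD8 human ABC-DLBCL cells with doxycycline-inducible IκBα–green luciferase fusion and unfused red luciferase, in 0.5% FBS medium; compounds up to 46 uM, 4 h at 37C. Green/red luminescence ratio, filter-overlap corrected, fitted to concentration-response curves.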
PKM2 act = PKM2 (human) enzyme activation. purified PKM2, Kinase-Glo ATP luminescence, activation; response scale: 0% is enzyme alone, no compound. Potency, µM (titrated, usually from 57.5 µM), for the others: at the top dose activation, hits mostly activators. 260,000 tested, 0.34% active. AID 1631; also: potency is read from the fitted curve at half-maximal effect; nearly all actives have a fitted effect of over 55% in size
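Purified hPK-M2 (>95%) run at intermediate activity with 0.1 mM ADP and 0.5 mM PEP in 50 mM imidazole pH 7.2, KCl, MgCl2; 1 h room temperature. ATP formed read by Kinase-Glo luminescence; normalized to uninhibited and no-enzyme controls.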
KCNH2 WT inh = inhibitors of human wildtype KCNH2 potassium channel | Q12809 | U2OS, BacMam KCNH2, thallium flux FluxOr; stronger effect = lower value | activity change, % at 1.84 µM | AID 720551 | 340,000 tested, 0.37% active;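 active = maximum activity change below -70%; inconclusive = maximum activity change between -70% and -50%; inactive = maximum activity change above -50%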
Target sequence (Q12809 whole entry, looked up): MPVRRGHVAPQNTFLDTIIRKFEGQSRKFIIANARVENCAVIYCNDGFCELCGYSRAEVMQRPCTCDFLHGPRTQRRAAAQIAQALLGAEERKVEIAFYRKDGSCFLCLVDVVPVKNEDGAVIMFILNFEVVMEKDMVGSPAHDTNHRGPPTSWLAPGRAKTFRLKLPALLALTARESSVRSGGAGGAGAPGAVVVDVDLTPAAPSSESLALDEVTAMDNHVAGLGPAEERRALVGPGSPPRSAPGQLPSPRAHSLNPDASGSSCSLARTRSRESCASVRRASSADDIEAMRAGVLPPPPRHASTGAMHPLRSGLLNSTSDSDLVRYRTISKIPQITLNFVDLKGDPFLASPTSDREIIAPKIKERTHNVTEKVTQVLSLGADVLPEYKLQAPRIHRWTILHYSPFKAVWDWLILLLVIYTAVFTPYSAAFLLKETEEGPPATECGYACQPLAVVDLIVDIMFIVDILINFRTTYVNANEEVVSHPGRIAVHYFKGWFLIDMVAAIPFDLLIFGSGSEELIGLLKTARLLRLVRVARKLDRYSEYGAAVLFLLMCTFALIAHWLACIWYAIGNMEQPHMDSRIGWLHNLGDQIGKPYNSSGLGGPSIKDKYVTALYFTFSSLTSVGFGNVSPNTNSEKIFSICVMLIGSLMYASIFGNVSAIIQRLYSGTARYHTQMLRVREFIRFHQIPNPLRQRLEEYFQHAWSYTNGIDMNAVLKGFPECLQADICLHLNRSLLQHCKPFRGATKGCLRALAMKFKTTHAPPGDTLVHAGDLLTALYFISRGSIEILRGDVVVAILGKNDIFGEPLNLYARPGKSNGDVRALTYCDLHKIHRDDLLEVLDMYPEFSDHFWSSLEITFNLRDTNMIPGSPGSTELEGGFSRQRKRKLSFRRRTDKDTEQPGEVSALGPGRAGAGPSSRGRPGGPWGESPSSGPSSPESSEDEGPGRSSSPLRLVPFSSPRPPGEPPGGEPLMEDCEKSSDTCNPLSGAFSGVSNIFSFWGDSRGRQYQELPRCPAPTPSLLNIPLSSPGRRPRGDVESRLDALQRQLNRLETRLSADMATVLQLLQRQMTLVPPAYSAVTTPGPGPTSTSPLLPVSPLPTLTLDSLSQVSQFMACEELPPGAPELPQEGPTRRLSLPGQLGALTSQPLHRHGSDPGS
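U2OS cells were transduced with wild-type KCNH2 virus (2.03 x 10^8 / mL) for 4 h at room temperature, then cultured overnight at 37 C. Thallium flux was read with FluxOr dye. Rate constants were normalized to DMSO controls.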
Giardia kill = Giardia lamblia killing; Giardia lamblia trophozoite viability; activity change, % at 7.66 µM, hits read low; 340,000 tested, 0.15% active; AID 540267; in the data active = activity change below about -80%; inconclusive = between about -30% and that limit;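 also: parasites exposed to compound for two days anaerobically before the ATP read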
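Each well holds 100 Giardia trophozoites and compound. After two days (48 hrs) at 37 deg C in anaerobic conditions, ATP is quantified by luminescence.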
Eya2 phos inh = inhibitors of human Eya2 phosphatase activity; Potency, µM (highest dose often 76.9 µM), for the others: at the highest dose activity, negative = inhibition, usual class: inhibitors; 330,000 tested, 0.006% active; recombinant Eya2, OMFP fluorescence dephosphorylation (OMFP is methylfluorescein phosphate); also: potency is read from the fitted curve at half-maximal effect
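Eya2 protein (added as 0.2 uM solution) was preincubated with compound for 10 min at ambient temperature in 50 mM HEPES pH 7.5, 50 mM NaCl, 5 uM MgCl2, 0.05% BSA, 1 mM DTT. OMFP (added at 50 uM) then reacted 10 min; fluorescence read at 485/525 nm.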
KCNH2 3.1 block = KCNH2 3.1 (human) potassium channel inhibition. U2OS KCNH2 3.1, thallium flux FluxOr; stronger effect = lower value. activity change, % (tested at about 1.8 µM). 340,000 tested, 0.95% active;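 active = maximum activity change below -70%; inconclusive = maximum activity change from -70% to -50%; inactive = maximum activity change above -50%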;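 also: thallium influx rate constant from kinetic fluorescence after stimulation buffer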
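Steps: virus added to U2OS suspension (4 h, RT, dark); medium with 10% FBS added, cells plated, 37 C overnight; FluxOr/Red40 loading buffer 45 min RT; stimulation buffer, 2 min kinetic read; rate constant normalized.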
uPA generation = blocks generation of uPA at the cell surface; cell surface uPA generation assay, qHTS; Potency, µM (series often up to 38.3 µM), inactives show top-dose activity change, negative = inhibition, most hits filed as inhibitors; 330,000 tested, 0.31% active; AID 540303; active = well fitted inhibition curve with a large enough effect; inconclusive = small, poorly fitted or top-dose-only effect; inactive = no such curve, though single readings can be large or run the other way; tested in mouse RAW 264.7 cells; also: potency is read from the fitted curve at half-maximal effect; nearly all actives have a fitted effect of over 55% in size
Active calls of the source: *; u = inconclusive; x = no result given; [ ] = dose if it differs, or a comment. Unless noted, calls follow the shape of the dose curve; as a rule, active = well fitted curve in the direction sought with a large enough effect; inconclusive = small, poorly fitted or top-dose-only effect, or another doubt; inactive = no such curve, though single readings can be large; an effect the other way counts as inactive or inconclusive. Unless noted, % is scaled to controls: 0 for no effect and ±100 for the full control effect. Outcome played no part in choosing rows, and some 2.4% of all compounds hit somewhere here.

Value order – USP2a block	B2AR arrestin	Coupling enz	GALK inhibitor	Chronic BCR inh	PKM2 act	KCNH2 WT inh	Giardia kill	Eya2 phos inh	KCNH2 3.1 block	uPA generation
[1] CCN(CC)C(=O)c1sc2nc(-c3ccc(OC)cc3)cn2c1C
 : 2%	-0.9%	-1	0%	u	-3%	-2	-13	-17%	13	-5%
[2] COCCNC(=O)Cn1nc(C)c2ccccc2c1=O
 : 1%	-0.8%	-1	1%	u	-7%	-15	2	13%	-32	3%
[3] O=S(=O)(Nc1ccc(S(=O)(=O)N2CCCCCC2)cc1)c1cccs1
 : -1%	-0.2%	8	-3%	20%	9%	-13	10	1%	2	-14%
[4] CC1CCCCC12NC(=O)N(CC(=O)OCc1c(F)cccc1Cl)C2=O (stereo unspecified)
 : -6%	-0.4%	x	x	1%	x	-2	11	-8%	-19	-2%
[5] Nc1nnn(CC(=O)N/N=C/c2ccccc2Cl)n1
 : 2%	-0.6%	-1	-1%	5%	-6%	3	4	21%	0	1%
[6] Cc1nn(-c2ccccc2)c(Cl)c1C(=O)NNC(=O)c1ccccc1O
 : 1%	-0.9%	x	x	u	x	-3	-13	4%	0	u
[7] CCOC(=O)c1c(C)[nH]c2cc(Br)c(OC)cc12
 : 0%	0.1%	1	-1%	-27%	-9%	-16	-12	-15%	-13	-9%
[8] Cc1nc(NC(=O)c2c(-c3ccccc3Cl)noc2C)sc1C
 : -3%	-0.4%	x	7%	u	-3%	20	2	-7%	2	9%
[9] CCSc1nnc(-c2cccnc2)n1-c1ccc(Cl)c(C)c1
 : 2%	0.2%	4	0%	13%	-1%	-17	2	-5%	-6	x
[10] O=C(N/N=C/c1ccco1)c1cc(-c2cccc(Br)c2)nc2ccccc12
 : -1%	0.0%	2	x	3%	9%	-1	-6	-9%	6	-7%
[11] Cc1ccc(C(c2nnnn2C(C)(C)C)N2CCC(C)CC2)cc1 (stereo unspecified)
 : -1%	-0.6%	2	-4%	1%	-1%	-13	-5	-8%	5	-4%
[12] Cc1ccc(NC(=O)COC(=O)c2ccco2)cc1S(=O)(=O)N1CCOCC1
 : 2%	-0.8%	x	x	-1%	x	4	-7	4%	21	-13%
[13] Cc1cc(O)c(NC(=O)c2cccc([N+](=O)[O-])c2)cc1C
 : 0%	-0.8%	3	-1%	u	-2%	-15	-16	-28%	-5	-3%
[14] COCCNC(=O)c1csc(Nc2cccc3ccccc23)n1
 : 0%	-0.1%	0	-1%	u	-1%[11.5 µM]	-12	-1	16%	0	-9%
[15] NC(=S)Cc1ccccc1Cl
 : -1%	0.0%	4	x	0%	u	-4	-15	8%	-4	1%
[16] CCC(=O)Oc1ccc2c(c1)OC1(OC(C)=O)OC(C)CC1=C2C (stereo unspecified)
 : -1%	-0.8%	2	5%	u	0%	-11	-2	4%	1	4%
[17] O=C(CCC(=O)N1CCOCC1)NCCc1ccccc1
 : -1%	-0.2%	x	x	8%	x	-2	8	1%	0	4%
[18] CS(=O)(=O)N(CC(=O)NCc1ccncc1)C1CCCCC1
 : 1%	-0.2%	1	0%	-7%	1%	x	-5	6%	2	-1%
[19] Cn1c(SCC(=O)Nc2ccc(N3CCOCC3)cc2)nnc1C(F)(F)F
 : 2%	4.2%	x	x	0%	x	-7	-1	-6%	24	-6%
[20] Cc1ccc(S(=O)(=O)Nc2cc(Cl)c(O)cc2C)cc1
 : 0%	0.1%	0	-3%	-13%	-5%	6	-5	-21%	-1	x
[21] O=C(CNC(=O)c1ccccc1)NC1(C(=O)NC2CCCCC2)CCCCC1
 : -1%	-0.1%	-1	10%	-3%	x	12	-14	-12%	-1	7%
[22] COc1ccc(S(=O)(=O)NCc2ccccn2)c(Cl)c1Cl
 : 2%	-0.1%	0	4%	-8%	3%	-5	-3	14%	4	4%
[23] COc1ccc(S(=O)(=O)N(CC(=O)NCc2ccco2)c2ccccc2)cc1
 : 2%	0.0%	-2	-2%	u	-14%	1	1	-11%	-2	-4%
[24] Cc1cccc(NC(=O)CSCC(=O)N(C)Cc2c(F)cccc2Cl)c1
 : 3%	5.0%	x	x	1%	x	-1	18	6%	-9	1%
[25] Cc1nc2cc(NC(=O)c3ccc([N+](=O)[O-])s3)ccc2s1
 : 2%	-0.1%	x	-5%	0%	-4%	3	u	5%	1	-2%
[26] COc1ccc(C(=O)Nn2c(SCC(=O)N3CCC(C)CC3)nc3ccccc3c2=O)cc1
 : 0%	-0.3%	9	3%	u	0%	-18	u	6%	2	x
[27] COc1ccc(COc2cccc(C=O)c2)cc1
 : -1%	0.5%	x	x	u	x	-6	-17	14%	-36	-4%
[28] CC(Oc1ccccc1)C(=O)NC1CC(C)(C)NC(C)(C)C1 (stereo unspecified)
 : -1%	-0.1%	-2	4%	-3%	-5%	-1	-7	18%	-1	1%
[29] CC[C@H]1OC(=O)[C@H](C)[C@@H](O[C@H]2C[C@@](C)(OC)[C@@H](O)[C@H](C)O2)[C@H](C)[C@@H](O[C@@H]2O[C@H](C)C[C@H](N(C)C)[C@H]2O)[C@](C)(OC)C[C@@H](C)C(=O)[C@H](C)[C@@H](O)[C@]1(C)O
 : 2%	7.0%	1	0%	-17%	3%	-36	-13	-16%	18	27%
[30] COc1ccc(N2C(=O)C3C(c4ccc(OC)cc4O)NC(Cc4ccccc4)(C(=O)O)C3C2=O)cc1 (stereo unspecified)
 : 1%	0.3%	-1	-2%	u	10%	13	-1	3%	2	-1%

7 structures from above, arranged by SMILES length, rising:
Value order – USP2a block	B2AR arrestin	Coupling enz	GALK inhibitor	Chronic BCR inh	PKM2 act	KCNH2 WT inh	Giardia kill	Eya2 phos inh	KCNH2 3.1 block	uPA generation
[15] NC(=S)Cc1ccccc1Cl
 : -1%	0.0%	4	x	0%	u	-4	-15	8%	-4	1%
[17] O=C(CCC(=O)N1CCOCC1)NCCc1ccccc1
 : -1%	-0.2%	x	x	8%	x	-2	8	1%	0	4%
[14] COCCNC(=O)c1csc(Nc2cccc3ccccc23)n1
 : 0%	-0.1%	0	-1%	u	-1%[11.5 µM]	-12	-1	16%	0	-9%
[20] Cc1ccc(S(=O)(=O)Nc2cc(Cl)c(O)cc2C)cc1
 : 0%	0.1%	0	-3%	-13%	-5%	6	-5	-21%	-1	x
[11] Cc1ccc(C(c2nnnn2C(C)(C)C)N2CCC(C)CC2)cc1 (stereo unspecified)
 : -1%	-0.6%	2	-4%	1%	-1%	-13	-5	-8%	5	-4%
[25] Cc1nc2cc(NC(=O)c3ccc([N+](=O)[O-])s3)ccc2s1
 : 2%	-0.1%	x	-5%	0%	-4%	3	u	5%	1	-2%
[10] O=C(N/N=C/c1ccco1)c1cc(-c2cccc(Br)c2)nc2ccccc12
 : -1%	0.0%	2	x	3%	9%	-1	-6	-9%	6	-7%

More structures follow.
Value order – USP2a block	B2AR arrestin	Coupling enz	GALK inhibitor	Chronic BCR inh	PKM2 act	KCNH2 WT inh	Giardia kill	Eya2 phos inh	KCNH2 3.1 block	uPA generation
[31] CC(C)NC(=O)NC(=O)CSc1nnc(-c2ccccc2F)n1N
 : 1%	0.1%	0	10%	2%	4%	-11	11	11%	0	-24%
[32] Cc1ccc(S(=O)(=O)N2C(=O)CCC2C(=O)Nn2cnnc2)cc1 (stereo unspecified)
 : -2%	0.3%	-3	0%	-4%	1%	11	-1	-16%	-1	-8%
[33] CCCN1CCN(S(=O)(=O)c2ccc3c(c2)NC(=O)C(C)C(=O)N3)CC1 (stereo unspecified)
 : 3%	-0.4%	3	x	9%	3%	0	-9	-14%	12	-2%
[34] COc1ccc(S(=O)(=O)Nc2ccc(C)c(S(=O)(=O)N3CCOCC3)c2)cc1[N+](=O)[O-]
 : -2%	-0.1%	x	x	-4%	x	-5	-17	-5%	-7	6%
[35] O=c1oc(-c2cccs2)nc2sc3c(c12)CCC3
 : -2%	-0.2%	1	3%	1%	-6%	-15	30[activator]	-6%	-10	2%
[36] CCC(O)c1nc2ccccc2n1CCc1ccccc1 (stereo unspecified)
 : 4%	0.0%	-1	-1%	2%	x	5	8	9%	-33	2%
[37] CCNS(=O)(=O)c1ccc(CCC(=O)NCc2ccncc2)cc1
 : 6%	-0.2%	0	0%	-2%	4%	-4	-10	-4%	-3	4%
[38] O=C(c1ccc(-c2ccc([N+](=O)[O-])cc2)o1)N1CCCC(C(F)(F)F)C1 (stereo unspecified)
 : -1%	-1.6%	x	x	13%	x	-17	24	4%	3	-1%
[39] CN(CCO)c1cc(NCCCN2CCC(Cc3ccccc3)CC2)c2nonc2c1[N+](=O)[O-]
 : 2%	-0.8%	0	4%	-2%	14%	-3	7	2%	-1	-2%

Screening data as filed in PubChem.
